APJ agonist: agonists of human apelin receptor APJ, primary screen, CHO-K1 cells, PathHunter beta-arrestin, luminescence; 0% DMSO wells, 100% apelin; P35414; AID 2520, 2010; actives 0.11% (n = 330,000); activation, % at 20 µM;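 active = activation more than six SD over the plate average, tested at 20 µM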;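 also: 0% = DMSO alone and 100% = apelin-13 at 10 nM; some results filed as inactive read as strong as hits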
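Assay system: CHO-K1 APJ beta-arrestin complementation cell line / Compound: single test compound dose, 20 µM final, 1% DMSO / Times: overnight seeding, 90 min compound at 25 °C, 1 h detection / Technique: beta-gal luminescence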
UBC13 polyUb: UBC13 polyubiquitin chain formation inhibitors, primary screen, biochemical, TR-FRET, uHTS | Ubiquitin-conjugating enzyme E2 N (Homo sapiens), P61088 | inhibition, % at 20 µM | actives 0.47% (n = 330,000); in the data active = inhibition above about 45%, passing the limit was not always enough
Target sequence (P61088 whole entry, looked up): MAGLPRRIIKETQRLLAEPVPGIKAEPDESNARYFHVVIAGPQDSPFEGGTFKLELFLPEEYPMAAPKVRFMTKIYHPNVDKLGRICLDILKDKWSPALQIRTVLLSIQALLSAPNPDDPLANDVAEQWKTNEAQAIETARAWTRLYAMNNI
CCR6 antagonist: CCR6 receptor antagonists, primary screen, cell-based, CHO-K1, luminescence, beta-arrestin, uHTS; C-C chemokine receptor type 6 (Homo sapiens), P51684; CHO-K1 CCR6 PathHunter beta-arrestin, CCL20-stimulated; inhibition, % at 20 µM; actives 0.49% (n = 340,000);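 active = compounds whose inhibition of the agonist-driven luminescence signal at 20 µM reaches about 50%, limit read from the data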;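 also: cells stimulated with CCL20 at 14 nM final; plate controls were DMSO with CCL20 for no effect and DMSO without agonist for full effect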
Target sequence (P51684 whole entry, looked up): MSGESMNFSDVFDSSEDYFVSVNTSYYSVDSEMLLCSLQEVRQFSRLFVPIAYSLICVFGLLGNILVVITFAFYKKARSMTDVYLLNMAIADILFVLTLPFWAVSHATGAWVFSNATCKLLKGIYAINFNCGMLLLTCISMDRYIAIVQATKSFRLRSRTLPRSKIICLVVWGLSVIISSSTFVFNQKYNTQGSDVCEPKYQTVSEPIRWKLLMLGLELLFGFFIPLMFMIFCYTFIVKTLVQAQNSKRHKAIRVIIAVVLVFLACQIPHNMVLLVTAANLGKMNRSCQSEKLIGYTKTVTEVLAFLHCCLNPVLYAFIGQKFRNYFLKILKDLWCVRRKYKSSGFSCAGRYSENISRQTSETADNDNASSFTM
CXCR6 block: CXCR6 receptor inhibitors, primary screen, cell-based, beta-arrestin, luminescence, CHO-K1 PathHunter, 1536-well; inhibition, % at 20 µM; actives 0.36% (n = 360,000); AID 602244, 2012; in the data active = inhibition above about 34%, passing the limit was not always enough;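 also: antagonist mode with CXCL16 agonist at 10 nM final; 0% = 10 nM CXCL16 with DMSO and 100% = unstimulated wells without agonist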
ATG4B inh: ATG4B protease inhibitors, primary screen, biochemical, fluorescence, uHTS. Cysteine protease ATG4B (Homo sapiens), Q9Y4P1. ATG4B cleavage of LC3-PLA2, NBD-HPC fluorescence, 1 h. inhibition, % at 8.33 µM. actives 0.51% (n = 340,000); in the data active = inhibition above about 40%
EBI2 block: EBI2 receptor antagonists, beta-arrestin recruitment, primary screen, cell-based, luminescence, 7a,25-OHC stimulation, uHTS. G-protein coupled receptor 183 (Homo sapiens), P32249. 7a,25-OHC stimulated. inhibition, % at 5 µM. actives 0.81% (n = 360,000). AID 651636, 2012; in the data active = inhibition above about 38%;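 also: enzyme fragment complementation signal reports receptor beta-arrestin coupling in cells; 0% = agonist plus DMSO wells and 100% = wells without agonist; some results beyond the cut were filed as inactive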
Target sequence (P32249 whole entry, looked up, the tested form may be a part): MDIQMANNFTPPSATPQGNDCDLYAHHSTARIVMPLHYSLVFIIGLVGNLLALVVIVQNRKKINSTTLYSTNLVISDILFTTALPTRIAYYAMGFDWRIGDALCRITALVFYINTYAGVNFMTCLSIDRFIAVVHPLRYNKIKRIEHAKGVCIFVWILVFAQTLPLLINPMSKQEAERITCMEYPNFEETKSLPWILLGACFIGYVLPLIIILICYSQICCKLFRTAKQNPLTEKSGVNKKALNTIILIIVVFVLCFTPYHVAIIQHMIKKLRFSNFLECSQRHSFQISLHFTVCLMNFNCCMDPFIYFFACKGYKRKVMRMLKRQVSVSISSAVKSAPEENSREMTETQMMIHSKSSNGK
Gli-Sufu antag: Gli-Sufu pathway antagonists, primary screen, luciferase luminescence, Sufu-KO-LIGHT cells, uHTS | Sufu-KO-LIGHT fibroblasts, Gli luciferase reporter luminescence | inhibition, % at 5 µM | actives 0.74% (n = 340,000) | AID 588413, 2011;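 active = inhibition above about 55%, limit read from the data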;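 also: 0% = DMSO-treated cells and 100% = wells with medium but no cells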
APJ antagonist: antagonists of human apelin receptor APJ, primary screen, CHO-K1 cells, beta-arrestin complementation, luminescence | P35414 | AID 2521, 2010 | inhibition, % at 20 µM | actives 0.32% (n = 330,000);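 active = inhibition above about 40% at 20 µM, limit read from the data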;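 also: cells challenged with 10 nM apelin-13 agonist together with compound; plate controls were apelin-13 plus DMSO wells for no effect and DMSO wells lacking apelin-13 for full effect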
* = called active by the depositor; · = no result given.

Results follow in this order: APJ agonist	UBC13 polyUb	CCR6 antagonist	CXCR6 block	ATG4B inh	EBI2 block	Gli-Sufu antag	APJ antagonist
1	Nc1cc(C(=O)OCC(=O)N2CCCC2=O)ccc1Cl
    -4.5	-0.1	0.3	6.9	-0.5	-11.1	-15.5	22.2
2	CC(=O)c1cc(C#N)c(Oc2cc(C)cc(C)c2)nc1C
    0.4	0.8	-1.2	2.1	-8.6	6.4	2.0	11.0
3	CS(=O)(=O)Cc1ccc(C(=O)NC(c2ccccc2)c2ccccc2)cc1
    0.0	-3.8	-10.4	-12.0	-9.2	-5.6	-18.6	17.9
4	O=C(O)c1cc2ncc(-c3[nH]ncc3[N+](=O)[O-])cn2n1
    -1.1	-3.0	10.2	-4.2	-0.7	3.2	1.8	-2.9
5	CCCOc1ccc(CSCCNC(=S)Nc2ccccc2)cc1
    7.1	-2.9	14.6	-3.0	20.5	21.7	1.0	-8.2
6	COc1ccc(C(=O)Nc2ccc(OCC(=O)N3CCOCC3)cc2)c(OC)c1OC
    6.3	-1.4	2.5	1.7	0.3	3.6	8.0	3.2
7	Cc1cccc(Cl)c1NC(=S)NN
    -2.5	-7.3	-2.7	4.4	2.1	8.9	-35.9	-6.3
8	CO/N=C/c1ccc(Oc2ccc(C)cc2)c([N+](=O)[O-])c1
    -3.3	3.1	7.4	-3.4	3.3	2.1	-26.4	-4.7
9	CC(Sc1nnc(Cc2cccs2)n1C1CCCCC1)C(=O)N1CCc2ccccc21 (stereo not drawn)
    -0.6	-0.4	19.1	1.9	11.3	24.0	-78.6	11.3
10	COc1cc(-c2cc(C(=O)O)c3c(OC)c(OC)c(OC)cc3n2)ccc1O
    -4.2	-2.1	-8.0	-4.6	-2.3	-3.2	-6.9	-1.0
11	Cc1cccc(OCCn2c(S(=O)(=O)O)nc3ccccc32)c1
    -0.2	-6.4	0.9	-0.4	-2.1	-6.2	1.3	-2.5
12	Cn1ncc(Cl)c1C(=O)Nc1nnc(C2CC2)s1
    6.2	-1.0	-3.0	1.2	-6.5	-6.5	4.2	-39.9
13	Cn1c(SCC(=O)Nc2ccccc2)nc2ccccc2c1=O
    1.2	-2.1	12.2	-7.7	2.6	4.7	23.3	-19.9
14	O=C(Nc1ccc(S(=O)(=O)N2CCOCC2)cc1)c1nn(-c2ccc(F)cc2)ccc1=O
    2.2	-1.1	-11.5	-4.9	-7.1	-3.3	1.3	-1.1
15	Cc1ccc(N(C)S(=O)(=O)c2cccc(C(=O)Oc3ccc4c(C)cc(=O)oc4c3)c2)cc1
    -1.9	6.2	-7.4	2.2	5.1	-9.3	8.1	6.7
16	COc1ccc(C2=NOC(C(=O)NCCN3CCOCC3)C2)cc1 (stereo not drawn)
    -1.0	9.3	6.6	-4.0	-2.4	0.1	2.8	9.7
17	Cc1ccc(NS(=O)(=O)c2ccc3c(c2)n(C)c(=O)n3C)cc1
    -3.7	2.3	3.3	-6.6	-6.2	9.8	4.7	-19.6
18	Cn1c(=O)c(=O)n(C)c2cc(S(=O)(=O)NCc3ccc(Cl)cc3)ccc21
    -2.9	-1.5	5.1	1.6	-12.1	-8.2	0.8	-7.9
19	CC(C)(C)c1ccc(C(=O)NC(=O)COC(=O)CCS(=O)(=O)c2ccccc2)cc1
    -2.7	18.3	4.8	1.2	-15.8	9.2	-0.1	-8.6
20	Cc1ccc(OCC(=O)Nc2cccc(C)n2)c(C)c1
    -5.6	0.9	-3.5	-7.3	-7.6	-4.7	1.2	2.8
21	COc1ccc(OC)c(N(C)S(=O)(=O)c2ccc3c(c2)N(C(C)=O)CCO3)c1
    -0.1	-1.3	4.0	0.9	-11.7	9.9	-2.2	-5.9
22	CCCCn1c(N)c(N(CCOC)C(=O)c2cc3c(s2)CCC(C)C3)c(=O)[nH]c1=O (stereo not drawn)
    -4.6	7.5	-10.5	-2.2	-1.3	2.2	-2.7	13.5
23	N#CCC(=O)N/N=C1\CCCCC1C1CCCCC1 (stereo not drawn)
    0.4	-8.1	2.6	4.2	-0.7	-2.1	6.5	13.4
24	COc1ccc(-c2csc(N3C(=N)SCC3=O)n2)cc1
    -6.3	5.0	55.8*	28.6	8.3	-4.0	-121.6	19.2
25	FC(F)Oc1ccc(NC(=S)NC23CC4CC(CC(C4)C2)C3)cc1
    1.6	-2.3	2.1	-2.1	-1.9	16.4	-22.6	3.7
26	CCOC(=O)c1cnc(SC2CC(=O)N(c3ccc(C)cc3)C2=O)nc1N (stereo not drawn)
    1.6	3.7	8.1	5.1	-0.8	-0.1	5.8	-14.0
27	O=C1NC(=O)C(c2ccc(Cl)cc2Cl)N1 (stereo not drawn)
    ·	·	-2.0	4.6	-8.5	2.8	7.2	·
28	COc1cccc(/C=C2\Oc3ccc(O)cc3C2=O)c1O
    -3.8	-75.4	1.9	1.2	-0.8	2.8	-40.4	20.6
29	Cc1cc(-c2ccco2)c(C#N)c2nc3ccccc3n12
    0.1	-16.8	-15.0	-0.4	1.6	2.4	-9.8	2.5
30	Cc1cc(C)nc(SCc2ccc(C(=O)N/N=C/c3ccccc3C(=O)O)cc2)n1
    3.0	-11.7	-2.2	-2.8	-9.5	5.8	-4.3	-0.4

One compound at a time, from the list above.
COc1ccc(OC)c(N(C)S(=O)(=O)c2ccc3c(c2)N(C(C)=O)CCO3)c1 is listed with APJ agonist = -0.1; UBC13 polyUb = -1.3; CCR6 antagonist = 4.0; CXCR6 block = 0.9; ATG4B inh = -11.7; EBI2 block = 9.9; Gli-Sufu antag = -2.2; APJ antagonist = -5.9
CC(C)(C)c1ccc(C(=O)NC(=O)COC(=O)CCS(=O)(=O)c2ccccc2)cc1 is listed with APJ agonist = -2.7; UBC13 polyUb = 18.3; CCR6 antagonist = 4.8; CXCR6 block = 1.2; ATG4B inh = -15.8; EBI2 block = 9.2; Gli-Sufu antag = -0.1; APJ antagonist = -8.6
Cn1c(SCC(=O)Nc2ccccc2)nc2ccccc2c1=O is listed with APJ agonist = 1.2; UBC13 polyUb = -2.1; CCR6 antagonist = 12.2; CXCR6 block = -7.7; ATG4B inh = 2.6; EBI2 block = 4.7; Gli-Sufu antag = 23.3; APJ antagonist = -19.9

More records:
Results follow in this order: APJ agonist	UBC13 polyUb	CCR6 antagonist	CXCR6 block	ATG4B inh	EBI2 block	Gli-Sufu antag	APJ antagonist
31	Cc1nc(CCNC(=O)Cc2ccccc2)cs1
    -3.7	2.4	-8.5	-8.4	-4.4	8.7	6.4	3.8
32	COc1ccc(OC)c(C2SCCN2S(C)(=O)=O)c1 (stereo not drawn)
    -1.8	5.2	1.2	13.8	-10.8	-15.0	3.5	19.9
33	CC1=NN(C2=NS(=O)(=O)c3ccccc32)C(C)(O)C1 (stereo not drawn)
    -3.7	-3.5	22.6	18.9	-8.8	22.5	10.9	22.0
34	COc1cc(C2NC(=O)NC(C)=C2C(=O)OC(C)C)ccc1OC(=O)c1ccco1 (stereo not drawn)
    -1.8	0.9	7.0	-2.5	2.3	-12.1	-3.5	0.3
35	Cc1ccsc1-c1nc(C(N)=O)c2[nH]c(=O)n(-c3ccc(Cl)cc3)c2n1
    -2.4	-28.5	-2.5	-2.5	-1.3	8.5	4.3	18.5
36	OCCCNC(=S)Nc1ccc(Oc2ccccc2)cc1
    -0.4	9.2	-3.8	10.3	0.5	-18.1	-4.6	-11.4
37	O=C1CCC/C=C/C[C@@H](CC(=O)N(CCO)Cc2ccccc2)C(=O)NC[C@@H](c2ccccc2)O1
    -2.9	15.3	9.4	-0.1	-0.4	0.9	0.5	10.5
38	CC(C)(C)c1ccccc1OCCCCCn1ccnc1
    -3.1	26.1	20.0	0.0	11.9	2.7	16.9	18.0
39	O=C(NC1(O)C(=O)c2ccccc2C1=O)c1ccccc1
    -3.4	-51.4	0.9	-3.6	14.2	1.7	18.6	-10.8
40	Cn1c(-c2ccc(F)cc2)cnc1SCC(=O)NCc1ccco1
    -1.6	4.1	-0.1	-5.4	-7.7	-3.7	1.1	15.7
41	COc1ccc(-c2nc(CC(=O)Nc3cccc(S(=O)(=O)NC4=NCCC4)c3)cs2)cc1
    -0.9	-0.5	3.6	-11.5	-1.8	7.9	11.4	3.3
42	C1CCc2c(nc3nnnn3c2N2CCOCC2)C1
    -1.6	2.8	4.3	-0.5	-9.7	-6.1	3.5	-3.5
43	Cc1cc(OCCN2CCC(Cc3ccccc3)CC2)ccc1[N+](=O)[O-]
    -2.3	11.7	9.7	-0.1	-1.0	-5.8	34.8	13.8
44	O=C(COC(=O)c1ccc(O)cc1)NC1CCCC1
    1.4	-0.1	3.7	5.6	2.2	-1.2	-5.2	16.0
45	O=C(C1CCCN(C2CC(=O)N(c3ccc(F)cc3)C2=O)C1)N1CCCC1 (stereo not drawn)
    4.8	4.9	-5.2	5.5	-2.5	3.4	-3.7	2.7
46	CCOC(=O)CSc1nc2c(sc(=S)n2-c2ccc(OCC)cc2)c(=O)[nH]1
    1.6	-25.5	-5.2	7.6	4.2	-7.4	5.0	1.3
47	O=C(C1=C[C@@H](c2ccc(Br)cc2)C[C@@H](OCc2ccc(CO)cc2)O1)N1CCN(Cc2ccccc2)CC1
    9.4	-4.6	10.5	13.8	7.0	29.0	16.8	-7.0
48	COC(=O)CNC(=O)Cn1cnc2sc(C)c(S(=O)(=O)N3CCN(c4ccccc4OC)CC3)c2c1=O
    1.4	4.0	-7.0	-3.8	0.4	-1.3	10.6	8.2
49	N#CC1=C(N)Oc2cc(O)ccc2C1c1ccc(Br)s1 (stereo not drawn)
    -4.1	-2.7	23.8	-1.1	4.9	3.2	-8.8	6.7
50	O=C(N/C(=C\c1ccccc1)C(=O)N1CCOCC1)c1cccc(Br)c1
    3.2	-4.6	4.1	-0.3	6.5	1.4	0.4	-1.5
51	O=C(NC1CCCCC1)c1cc([N+](=O)[O-])ccc1N1CCOCC1
    -3.4	-4.9	-6.6	0.1	6.8	2.6	3.8	1.9
52	CCC1C(=O)N(c2nc(C)cc(C)n2)N=C1C (stereo not drawn)
    -5.0	6.0	12.3	3.6	-0.6	-3.6	5.8	36.1
53	COC(=O)Nc1nc(Sc2ncc(C(F)(F)F)cc2Cl)n[nH]1
    -2.0	-2.6	17.5	1.7	4.5	2.0	-2.7	-6.1
54	COc1ccc(C(=O)OCC(=O)NCCN2C(=O)CSC2=O)cc1
    -3.2	-13.9	2.5	0.4	-6.4	-1.6	-3.2	4.9
55	O=C(COc1ccc(NC(=O)c2cccs2)cc1)c1ccc(F)cc1
    4.3	-4.0	3.4	-2.7	4.3	-1.9	-12.0	-13.4
